Epigenetic derep: regulators of epigenetic silencing causing reporter derepression in mouse cells; Potency, µM (top dose mostly 53.9 µM), without a hit: top-dose GFP activation, usual class: activators; 280,000 tested, 0.2% active; murine LDR cells, GFP reporter derepression, 30 h; AID 1865; note: % of control where 0% means no effect; nearly all actives have a fitted effect of over 60% in size
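Derepression of a silenced CMV-GFP reporter in murine LDR cells is scored by enumerating GFP-positive cells with a laser-scanning microplate cytometer after 30 hours of treatment at 37 C.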
GAA inhib: alpha-glucosidase (human) inhibition; purified human GAA, 4-MU-alpha-glucoside fluorescence; 200,000 tested, 0.005% active; AID 1466; P10253; Potency, µM (highest dose often 76.9 µM), for inactives: top-dose activity change, negative = inhibition, most hits filed as inhibitors;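 note: plate controls were uninhibited enzyme wells for no effect and no-enzyme background for full effect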
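Read-out is 4-methylumbelliferone fluorescence (Ex 365/Em 440 nm) after NaOH/glycine stop at pH 10. Enzyme 4 nM, substrate 400 uM, pH 5.0 citrate buffer, 20 min room temperature; AC50 from Hill-equation concentration-response.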
NPSR antag: neuropeptide S receptor (human) antagonism, cAMP; CHO-NPSR cells, cAMP TR-FRET, antagonist mode; Potency, µM (top dose mostly 38.3 µM), inactives show top-dose activity change, negative = inhibition, most hits filed as inhibitors; 220,000 tested, 1% active; note: % is set by controls: 0 for no effect and ±100 for the full control effect; nearly all actives have a fitted effect of over 50% in size; many of its hits are not listed in these tables
Target sequence (Q6W5P4 whole entry, looked up): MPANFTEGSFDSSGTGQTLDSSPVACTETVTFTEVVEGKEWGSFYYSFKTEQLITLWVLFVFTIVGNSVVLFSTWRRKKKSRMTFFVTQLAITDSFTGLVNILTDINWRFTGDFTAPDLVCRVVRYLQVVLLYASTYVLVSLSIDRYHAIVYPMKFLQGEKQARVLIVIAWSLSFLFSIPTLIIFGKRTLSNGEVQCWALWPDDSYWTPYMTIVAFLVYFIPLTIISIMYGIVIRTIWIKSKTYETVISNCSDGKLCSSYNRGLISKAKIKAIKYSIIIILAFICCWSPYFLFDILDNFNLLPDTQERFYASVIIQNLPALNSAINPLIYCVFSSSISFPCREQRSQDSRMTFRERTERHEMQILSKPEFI
Tau fluor cs: counter-screen for tau fibril formation inhibitors. tau K18 P301L Alexa594 fluorescence, heparin fibrillization. Potency, µM (titrated, usually from 57.7 µM), for the others: top-dose activity change, negative = decrease. 280,000 tested, 0.93% active; note: % is set by controls: 0 for no effect and ±100 for the full control effect; nearly all actives have a fitted effect of over 55% in size
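Human tau K18 P301L (15 uM unlabeled, 0.24 uM Alexa 594-labeled) in 100 mM sodium acetate pH 7 with 20 uM heparin, 6 hr at 37 C. ThT 30 uM added, 1 hr ambient; Alexa 594 FP and total fluorescence read at 555/632 nm.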
aGal spleen mod: inhibits or activates alpha-galactosidase in human spleen homogenate. 240,000 tested, 0.008% active. Potency, µM (doses to about 80 µM), for the others: at the highest dose activity change, negative = inhibition, usual class: inhibitors. AID 2107. human spleen homogenate, 4MU-alpha-Gal fluorescence, 40 min;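 note: 0% = enzyme with vehicle and -100% = no enzyme basal signal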
Target sequence (P06280 32-429 limits assumed): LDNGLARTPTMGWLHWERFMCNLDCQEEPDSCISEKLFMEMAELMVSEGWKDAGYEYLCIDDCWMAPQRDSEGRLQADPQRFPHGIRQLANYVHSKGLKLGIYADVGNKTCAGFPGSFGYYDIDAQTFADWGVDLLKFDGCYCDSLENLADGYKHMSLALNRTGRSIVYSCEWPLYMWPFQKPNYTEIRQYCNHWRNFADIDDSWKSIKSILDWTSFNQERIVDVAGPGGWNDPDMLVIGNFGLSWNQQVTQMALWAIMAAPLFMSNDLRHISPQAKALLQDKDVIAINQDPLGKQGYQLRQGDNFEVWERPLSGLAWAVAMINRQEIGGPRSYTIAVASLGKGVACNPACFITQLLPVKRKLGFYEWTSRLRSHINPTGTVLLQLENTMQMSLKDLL
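qHTS titration in buffer at pH 5.0. Alpha-galactosidase activity in spleen homogenate was measured via 4-methylumbelliferone release from 1 mM fluorogenic substrate after 40 min at 37C and a pH 10 stop. AC50 came from Hill fits of control-normalized data.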
GAA glycogen mod: alters human alpha-glucosidase cleavage of glycogen. 300,000 tested, 0.38% active. recombinant GAA, glycogen substrate, Amplex Red glucose oxidase fluorescence. AID 2100. Potency, µM (doses to about 76.4 µM), without a hit: at the top dose activity change, negative = inhibition, hits mostly inhibitors;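 note: 0% = full enzyme reaction and -100% = no-enzyme basal signal; the screen sought inhibitors and activators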
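Natural-substrate format: glycogen cleavage by 4 nM human enzyme, glucose read by Amplex Red coupling (Ex 573, Em 610 nm). Normalized to enzyme and no-enzyme controls.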
GAA spleen mod: lysosomal alpha-glucosidase (human) modulation | P10253 | human spleen homogenate, 4-MU-alpha-glucoside fluorescence | Potency, µM (highest dose often 79.9 µM), for the others: at the highest dose activity change, negative = inhibition, hits mostly inhibitors | 240,000 tested, 0.006% active | AID 2112;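 note: 0% = enzyme with vehicle and -100% = no enzyme basal signal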
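Compounds were titrated against alpha-glucosidase in spleen homogenate at pH 5.0, with 1 mM 4-methylumbelliferyl substrate for 40 min at 37 C. Reactions were quenched with pH 10 NaOH/glycine and fluorescence measured.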
ALDH1A1 block: blocks purified human ALDH1A1 activity. P00352. Purified ALDH1A1, NADH fluorescence, propionaldehyde substrate. Potency, µM (titrated, usually from 75.3 µM), inactives show at the top dose activity, negative = inhibition, actives largely listed as inhibitors. 220,000 tested, 7.3% active; active = well fitted inhibition curve with a large enough effect, not every such curve was filed as active; inconclusive = small, poorly fitted or top-dose-only effect, or another doubt; inactive = no such curve, though single readings can be large or run the other way;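 note: plate controls were no enzyme wells and a reference inhibitor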
Starred values were filed as active, the others as inactive; ? = inconclusive; . = not tested or not shown; & = joins results of further samples; [ ] = remark or other dose. Unless noted, calls come from the whole dose curve; as a rule, active = well fitted curve in the direction sought with a large enough effect; inconclusive = small, poorly fitted or top-dose-only effect, or another doubt; inactive = no such curve, though single readings can be large; an effect the other way counts as inactive or inconclusive. Potency is the fitted concentration of half-maximal effect. The list is partial. The share of hits here may be higher or lower than overall.

SMILES	Epigenetic derep	GAA inhib	NPSR antag	Tau fluor cs	aGal spleen mod	GAA glycogen mod	GAA spleen mod	ALDH1A1 block
O=C1CC(c2ccccc2)CC(=O)C1=CN1CCCC1 (configuration not stated)	-1.2%	.	25%	-25%	-28%	6%	-5%	.
Cc1ccccc1NC(=O)N(C(C)C)C(C)C	-0.1%	2%	-4%[46.1 µM]	-10%	0%	7%	-2%	7%
CCOC(=O)C1(Cc2cccc(F)c2)CCN(C2CCOCC2)CC1	0.0%	3%	-24%	-14%	-2%	15%	-5%	-6%
Cc1cc(NC(=O)c2ccc(NC(=O)C(C)C)cc2)no1	-0.7%	-17%	-2%[46.1 µM]	-11%	1%	3%	-3%	10%
S=C1NC[C@H](CC2CCCCC2)N1CC1CCCCC1	0.8%	.	53%	-5%	-8%	-15%	2%	-5%
CC1CCCN(C(=O)c2ccc(COc3ccccc3Br)cc2)C1 (configuration not stated)	0.1%	-9%	?	-9%	-3%	-10%	-3%	25µM*
COc1cc(CC(=O)Nc2ccc3c(c2)CCC3)cc(OC)c1OC	0.0%	5%	10%	-3%	-2%	3%	-3%	7%
COC(=O)C1=C(C)NC(=O)NC1c1ccco1 (configuration not stated)	-0.4%	0%	1%	2%	2%	25%	2%	4%
N#Cc1c(C(F)(F)F)cc(C2CC2)[nH]c1=O	0.0%	?	-6%[46.1 µM]	-11%	?	1%	28%	?
CN(C)c1ccc(-c2nn3c(C4CCCCC4)nnc3s2)cc1	0.0%	?	?	-15%	2%	-7%	-1%	?
Cc1ccc(NC(=O)C2CCCN2S(=O)(=O)c2ccc3c(c2)n(C)c(=O)c(=O)n3C)cc1 (configuration not stated)	0.1%&-0.5%	.	9%	-6%&3%	-11%	3%	3%	.
COc1cccc(/C=C(/C(=O)OCC(N)=O)c2ccccc2)c1	-0.4%	7%	12%	-12%	-7%	-2%	6%	10%
Cc1ccc(/C=N/NC(=O)CSc2nc3ccccc3n2C)s1	0.0%	4%	-14%[46.1 µM]	-9%	-6%	9%	-1%	59%[activator]
O=C(Nc1cccn(Cc2ccc(F)cc2)c1=O)NC1CCCCC1	-1.1%	1%	-11%[46.1 µM]	-11%	-6%	0%	-5%	?
COc1ccc2nc(NCCNC(=S)NCCCN3CCOCC3)c(C#N)cc2c1	2.4%	?	-4%	-12%	11%	-1%	-1%	?
O=C(O)c1n[nH]c2c1CCCCC2	0.6%	-1%	7%[7.67 µM]	-9%	4%	4%	0%	4%
Cc1ccccc1Sc1ncnc2onc(C)c12	12%	-5%	-18%[46.1 µM]	-3%	1%	3%	-1%	?
N#Cc1ccccc1NC(=O)c1ccc2c(Cl)c3c(nc2c1)CCCC3	-1.0%	0%	22%	0%	5%	-1%	-3%	20%
CCOc1ccc2[nH]c(=S)[nH]c2c1	-0.1%	-10%	6%[46.1 µM]	-6%	2%	-1%	2%	?
O=C(c1cc(NC(=O)C23CC4CC(CC(C4)C2)C3)cc(NC(=O)C23CC4CC(CC(C4)C2)C3)c1)N1CCCCC1	0.0%	-2%	-3%	5%	-6%	3%	-2%	5%
C=CCOc1cccc(CNn2cn[nH]c2=S)c1	-1.3%	-1%	-6%[46.1 µM]	-8%	8%	0%	-4%	?
C=CCN(C(=O)CNC(=O)c1ccco1)C(C(=O)NC1CCCCC1)c1ccc(F)cc1 (configuration not stated)	-0.4%	-6%	-12%[46.1 µM]	-2%	7%	4%	-6%	-10%
CCN1CC2CCCC3(C1)C(=O)NC1(CCCCC1)N=C23 (configuration not stated)	-1.0%	-2%	10%[46.1 µM]	-3%	8%	.	-4%	32µM*
COCCCNC(=S)N1CCN(c2ccc([N+](=O)[O-])cc2)CC1	-0.1%	0%	-2%	-7%	-7%	2%	-10%	28µM*
C=CCNC(=O)CCCOc1cc(C)ccc1C	-1.0%	5%	13%[46.1 µM]	-10%	8%	12%	-2%	1%

3 entries from above, arranged by count of non-hydrogen atoms, lowest first.
SMILES	Epigenetic derep	GAA inhib	NPSR antag	Tau fluor cs	aGal spleen mod	GAA glycogen mod	GAA spleen mod	ALDH1A1 block
S=C1NC[C@H](CC2CCCCC2)N1CC1CCCCC1	0.8%	.	53%	-5%	-8%	-15%	2%	-5%
COc1cc(CC(=O)Nc2ccc3c(c2)CCC3)cc(OC)c1OC	0.0%	5%	10%	-3%	-2%	3%	-3%	7%
C=CCN(C(=O)CNC(=O)c1ccco1)C(C(=O)NC1CCCCC1)c1ccc(F)cc1 (configuration not stated)	-0.4%	-6%	-12%[46.1 µM]	-2%	7%	4%	-6%	-10%

Going on with the list.
SMILES	Epigenetic derep	GAA inhib	NPSR antag	Tau fluor cs	aGal spleen mod	GAA glycogen mod	GAA spleen mod	ALDH1A1 block
COc1ccc(/C(C)=N/N=C(N)N)c(O)c1	7.0%	.	-15%	-5%	2%	8%	1%	.
O=C(Nc1nnc(-c2cccnc2)o1)c1ccccc1Cl	-5.2%	-4%	-4%	3%	0%	-2%	0%	12%
COC(=O)c1ccc(OCCCCN2CC(C)OC(C)C2)cc1 (configuration not stated)	4.5%	2%[15.4 µM]	4%	7%	-8%	-7%	-12%	?
C=CCn1c(=NC(=O)c2cc(-c3cccs3)nc3ccccc23)sc2cc(S(N)(=O)=O)ccc21	-2.0%	0%	-22%	?	6%	13%	-18%	?
CC(C)(O)c1nnn(-c2ccccc2)c1C(F)(F)F	4.6%	2%	-23%[7.67 µM]	-5%	17%	-5%	2%	-2%
FC(F)(F)c1ccc2c(c1)nc1n2CCCC1	-1.2%	-9%	15%[46.1 µM]	0%	7%	8%	5%	-1%
COC(=O)c1ccc(C(NC(=O)OCc2ccccc2)/C(=C/[C@@H](C)C(=O)NCCc2c[nH]c3ccccc23)c2cccnc2)cc1 (some centres not stated)	4.1%	.	.	?	-8%	.	-13%	-5%
COc1ccc(NS(=O)(=O)c2ccc(N3CCOCC3)c(NC(=O)c3cccc(F)c3)c2)cc1	0.0%	-6%	-16%	-29%	4%	-11%	7%	15%
O=C(Cc1ccc(Cl)cc1)OCc1nnc(-c2ccccc2)o1	-0.6%	1%	8%	-9%	-1%	-3%	-2%	4%
CC(C)C[C@@H](CC(=O)N[C@@H](CCCN)CC(=O)N[C@@H]1CCNC[C@H]1C(=O)N[C@H](CC(=O)N[C@@H](CCC(=O)O)CC(=O)O)CC(C)C)NC(=O)[C@@H]1CCCC[C@H]1N	-1.1%	.	.	-2%	-6%	.	5%	?
COc1ccc([N+](=O)[O-])cc1NC(=O)C(C)OC(=O)c1cccnc1Cl (configuration not stated)	0.0%	-1%	-7%	1%	2%	13%	6%	1%
CC(C)(C)c1ccc(C2(C)NC(=O)N(CC(=O)NCc3cccs3)C2=O)cc1 (configuration not stated)	0.0%	-8%	-10%	-17%	-2%	2%	1%	?
CCCc1cc(C(=O)Nc2ccc(F)cc2F)no1	4.2%	2%	-9%[46.1 µM]	-6%	4%	1%	2%	3%
COc1cccc(CNC(=O)CC(NC(C)=O)c2ccccc2)c1 (configuration not stated)	0.0%	4%	11%	-1%	9%	0%	15%	11%
O=C(CSCc1ccc(Cl)c(Cl)c1)Nc1c[nH]c(=O)[nH]c1=O	0.9%	-4%	10%	4%	0%	1%	-11%	4%
CCN(CC)CCCNC(=O)Cc1c(C(=O)O)n(C)c2ccccc12	0.0%	4%	-6%[46.1 µM]	-4%	-4%	-13%	1%	-1%
COc1ccc(CCNC(=O)Cn2cnc3c2c(=O)n(C)c(=O)n3C)cc1OC	-0.9%	?	-5%[46.1 µM]	-11%	-4%	-3%	-5%	7%
COC(=O)CCn1[nH]c(=O)c2ccccc2c1=O	2.1%	1%	-1%	0%	-1%	0%	1%	?
CCOC(=O)c1c(C)nc2sc3c(=O)n(-c4ccc(OC)cc4)nnc3c2c1-c1ccc(OC)cc1	0.0%	-10%	-14%[46.1 µM]	-16%	1%	4%	-4%	-9%
CCOCCCNC(=S)N1CCCN(c2nc3c(C)c(C)ccc3cc2C#N)CC1	-0.1%	4%	-16%	16%[2.34 µM]	4%	3%	3%	7%
COc1ccc(NC(=O)c2oc3ccc(S(=O)(=O)N4CCC5(CC4)OCCO5)cc3c2C)cc1	-1.8%	?	?	?	6%	-6%	-2%	22µM*
CN1CCN(C(=S)c2cn(Cc3ccc(Br)cc3)c3ccccc23)CC1	1.1%	-8%	-51%	-25%	1%	-17%	2%	-6%
CCCc1ccc(OCc2ccc(C(=O)N3CCN(c4ccccn4)CC3)o2)c(OC)c1	0.0%	-7%	-28%[46.1 µM]	-20%	1%	-13%	-3%	-12%
O=C1N=C(N2CCCC2)S/C1=C\C=C\c1ccccc1	1.1%	.	-28%	-4%	-1%	3%	-5%	.
COc1cccc(CSc2nnc(C(F)(F)F)n2Cc2ccc(F)cc2)c1	-1.3%	1%	?	-11%	-7%	-5%	-2%	-1%

Just Tau fluor cs, for 6 of the compounds above:
SMILES,Tau fluor cs
CCCc1cc(C(=O)Nc2ccc(F)cc2F)no1,-6%
COc1cccc(CNC(=O)CC(NC(C)=O)c2ccccc2)c1 (configuration not stated),-1%
O=C(CSCc1ccc(Cl)c(Cl)c1)Nc1c[nH]c(=O)[nH]c1=O,4%
CCN(CC)CCCNC(=O)Cc1c(C(=O)O)n(C)c2ccccc12,-4%
COc1ccc(CCNC(=O)Cn2cnc3c2c(=O)n(C)c(=O)n3C)cc1OC,-11%
COC(=O)CCn1[nH]c(=O)c2ccccc2c1=O,0%

Following part
SMILES	Epigenetic derep	GAA inhib	NPSR antag	Tau fluor cs	aGal spleen mod	GAA glycogen mod	GAA spleen mod	ALDH1A1 block
CCCCn1c(C(C)NC(=O)CC)nc2ccccc21 (configuration not stated)	0.9%	3%	-11%[46.1 µM]	4%	1%	-6%	1%	-4%
Cc1c(C(=O)NN)sc(=S)n1C	-1.3%	.	9%	-16%	9%	?	0%	.
Cc1ccc(Nc2nc(N)nc(CN3CCc4ccccc4C3)n2)cc1	0.0%	2%	-8%[46.1 µM]	-2%	7%	8%	6%	11%
COC(=O)/C=c1\sc2ncnn2c1=O	?	-8%	-15%[46.1 µM]	-14%	-12%	-8%	-4%	?
O=Cc1cc2ccccc2nc1SCCCF	-0.4%	4%	-19%	-8%	7%	-5%	7%	4%
CC(C)CSc1n[nH]c(N)n1	-3.1%	-3%	20%	-4%	0%	3%	0%	8%
CN(C)/C=N/c1nc2nccc(-c3cccc(Cl)c3)n2n1	2.2%	?	15%	1%	6%	-13%	-4%	?
Cc1cc(NCc2ccccn2)n2nc(C)c(-c3ccc(Cl)cc3)c2n1	?	-7%	?	?	8%	4%	7%	?
COC(=O)C(NNc1ccccc1)(NC(=O)c1ccccc1F)C(F)(F)F (configuration not stated)	0.0%	0%	-20%[46.1 µM]	-26%	-10%	?	-3%	5%
